Compound activity as filed in PubChem BioAssay.
Pin1 inhibitor: qHTS Assay to Find Inhibitors of Pin1; Peptidyl-prolyl cis-trans isomerase NIMA-interacting 1 (Homo sapiens), Q13526; Pin1 FP peptide displacement, HiFluor488, 10 min; Potency, µM (top dose mostly 115 µM), without a hit: at the top dose activity, negative = inhibition, hits mostly inhibitors; hit rate 0.009% among 390,000; active = well fitted inhibition curve with a large enough effect in the polarisation, with a control signal flat, not every such curve was filed as active; inconclusive = small, poorly fitted or top-dose-only effect, or effect the other way, or a change in a side signal; inactive = no such curve, though single readings can be large or run the other way; the % refers to the polarisation; also: potency is read from the fitted curve at half-maximal effect; % is scaled to controls: 0 for no effect and ±100 for the full control effect
G9a inh: qHTS Assay for Inhibitors of Histone Lysine Methyltransferase G9a | G9a H3K9 monomethylation, AlphaScreen, 2 h | Potency, µM (highest dose often 102 µM), inactives show at the top dose activity, negative = inhibition, usual class: inhibitors | hit rate 8.8% among 350,000; also: potency is read from the fitted curve at half-maximal effect; % is scaled to controls: 0 for no effect and ±100 for the full control effect; nearly all actives have a fitted effect of over 75% in size
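Using a bead-based AlphaScreen, monomethylated H3K9 product from 2 h room-temperature reactions (G9a 20 nM, peptide 500 nM, SAM 20 uM) was detected with 0.5 ug/mL rabbit anti-H3K9me1 antibody.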
JMJD2A Tudor inh: qHTS Assay for Inhibitors of JMJD2A-Tudor Domain | Lysine-specific demethylase 4A (Homo sapiens), O75164 | AlphaScreen JMJD2A-Tudor / H3K4me3 peptide binding | Potency, µM (highest dose often 114 µM), for the others: top-dose activity change, negative = inhibition, hits mostly inhibitors | hit rate 4.4% among 390,000; also: potency is read from the fitted curve at half-maximal effect; % is scaled to controls: 0 for no effect and ±100 for the full control effect; nearly all actives have a fitted effect of over 50% in size
PI4K2A inh: qHTS for small molecular inhibitors of PI4K2A | purified PI4K2A, ADP-Glo luminescence, 1 h; stronger effect = lower value | hit rate 0.13% among 420,000 | activity change, negative = inhibition, % at 76.9 µM | Phosphatidylinositol 4-kinase type 2-alpha (Homo sapiens), Q9BTU6; in the data active = activity change below about -50%; inconclusive = mostly about -30% to -49%;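 also: -100% = wells without enzyme as full effect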
Target sequence (Q9BTU6 whole entry, looked up): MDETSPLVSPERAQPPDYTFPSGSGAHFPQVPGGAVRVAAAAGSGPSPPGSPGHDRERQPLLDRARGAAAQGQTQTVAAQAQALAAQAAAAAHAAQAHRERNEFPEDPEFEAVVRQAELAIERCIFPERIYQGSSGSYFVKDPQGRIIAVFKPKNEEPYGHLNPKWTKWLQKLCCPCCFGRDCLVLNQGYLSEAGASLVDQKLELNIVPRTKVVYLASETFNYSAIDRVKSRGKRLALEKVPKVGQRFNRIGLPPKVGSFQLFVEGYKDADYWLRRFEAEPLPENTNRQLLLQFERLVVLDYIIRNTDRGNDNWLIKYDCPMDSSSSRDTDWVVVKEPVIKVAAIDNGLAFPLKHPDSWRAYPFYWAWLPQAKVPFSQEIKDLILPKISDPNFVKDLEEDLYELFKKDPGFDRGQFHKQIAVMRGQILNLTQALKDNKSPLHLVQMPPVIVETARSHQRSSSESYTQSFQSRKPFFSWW
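In this quantitative HTS, ADP production by PI4K2A was quantified luminescently after 1 h at ambient temperature; 100 microM adenosine served as plate-quality control.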
GLS inhibitor: qHTS for Inhibitors of Glutaminase (GLS); GLS enzymatic activity, qHTS titration; Potency, µM (top dose mostly 45.5 µM), for inactives: top-dose activity change, negative = inhibition, most hits filed as inhibitors; hit rate 0.21% among 410,000; AID 624170, 2012; also: potency is read from the fitted curve at half-maximal effect; % is scaled to controls: 0 for no effect and ±100 for the full control effect
Target sequence (O94925 whole entry, looked up): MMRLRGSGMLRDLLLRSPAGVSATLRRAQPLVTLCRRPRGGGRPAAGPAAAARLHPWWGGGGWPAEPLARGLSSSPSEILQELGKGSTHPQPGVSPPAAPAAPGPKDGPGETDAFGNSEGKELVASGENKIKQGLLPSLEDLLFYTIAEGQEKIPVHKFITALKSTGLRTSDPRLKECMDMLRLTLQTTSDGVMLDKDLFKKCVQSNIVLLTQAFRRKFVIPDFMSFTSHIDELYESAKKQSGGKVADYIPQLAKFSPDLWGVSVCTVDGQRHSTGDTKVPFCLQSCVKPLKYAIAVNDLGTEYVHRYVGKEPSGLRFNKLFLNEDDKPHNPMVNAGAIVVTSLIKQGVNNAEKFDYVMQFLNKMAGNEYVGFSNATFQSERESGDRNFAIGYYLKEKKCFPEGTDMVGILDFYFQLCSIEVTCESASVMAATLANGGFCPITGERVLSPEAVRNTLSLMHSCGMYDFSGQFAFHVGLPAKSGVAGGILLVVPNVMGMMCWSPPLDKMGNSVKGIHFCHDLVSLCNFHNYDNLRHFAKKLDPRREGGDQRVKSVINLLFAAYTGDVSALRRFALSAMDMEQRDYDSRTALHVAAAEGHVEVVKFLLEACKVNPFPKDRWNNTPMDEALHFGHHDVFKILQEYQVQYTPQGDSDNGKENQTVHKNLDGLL
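Read-out is an Amplex red fluorescence increase coupled through glutamate oxidase and HRP, measured before and after 30 min room-temperature incubation. hKGA is in 45 mM KH2PO4 (pH 8.2) with 0.02% Tween-20; glutamine added as 1mM solution.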
HP1b chromo inh: HTS for Inhibitors of HP1-beta Chromodomain Interactions with Methylated Histone Tails | Chromobox protein homolog 1 (Homo sapiens), P83916 | AlphaScreen HP1-beta / biotin-H3K9me3 peptide binding | Potency, µM (titrated, usually from 114 µM), for the others: at the top dose activity change, negative = inhibition, hits mostly inhibitors | hit rate 0.56% among 390,000 | AID 540317, 2011; also: potency is read from the fitted curve at half-maximal effect; nearly all actives have a fitted effect of over 70% in size; inactives centre near 23
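Compound inhibition of the preformed complex between 50 nM HP1-beta and 50 nM biotinylated H3K9me3 peptide was read by AlphaScreen. Buffer was PBS pH 7.4 with 0.01% Tween-20. Incubations ran 30 min at room temperature, with 10 ug/mL donor/acceptor beads.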
BAZ2B inh: qHTS Assay for Inhibitors of BAZ2B | AlphaScreen BAZ2B-H3K14Ac peptide displacement | Bromodomain adjacent to zinc finger domain protein 2B (Homo sapiens), Q9UIF8 | hit rate 4.4% among 360,000 | Potency, µM (titrated, usually from 114 µM), inactives show at the highest dose activity change, negative = inhibition, hits mostly inhibitors | AID 504333, 2011; also: potency is read from the fitted curve at half-maximal effect; % is scaled to controls: 0 for no effect and ±100 for the full control effect; nearly all actives have a fitted effect of over 60% in size
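In this displacement format the biotinylated H3(5-23) peptide acetylated at Lys14 serves as ligand at 50 nM, with BAZ2B at 50 nM in PBS pH 7.4 containing 0.01% Tween-20. Donor and acceptor beads are 10 ug/mL final.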
POLH inh: qHTS for Inhibitors of Polymerase Eta; DNA polymerase eta (Homo sapiens), Q9Y253; recombinant Pol eta, fluorescent DNA replication assay; Potency, µM (doses to about 114 µM), without a hit: at the highest dose activity change, negative = inhibition, most hits filed as inhibitors; hit rate 1.2% among 390,000; AID 588591, 2011; also: potency is read from the fitted curve at half-maximal effect; % is scaled to controls: 0 for no effect and ±100 for the full control effect
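Pol eta (10 nM) was preincubated with compounds for 15 min at room temperature, after which fluorescent replication substrate (50 nM final) was added to start the reaction. Fluorescence was read kinetically at 0 and 10 min.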
PGK inhibitor: qHTS Assay to Find Inhibitors of Phosphoglycerate Kinase. Phosphoglycerate kinase, glycosomal (Trypanosoma brucei brucei), P07378. PGK/GAPDH coupled, Kinase-Glo luminescence, 60 min. Potency, µM (doses to about 57.5 µM), without a hit: at the highest dose activity change, negative = inhibition, hits mostly inhibitors. hit rate 0.043% among 380,000; also: potency is read from the fitted curve at half-maximal effect; % is scaled to controls: 0 for no effect and ±100 for the full control effect; nearly all actives have a fitted effect of over 60% in size
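Recombinant glycosomal PGK reaction used 1,3-bisphosphoglycerate generated in-well by GAPDH (100nM final) in 100mM TEA pH 7.6, 5mM MgCl2, 0.01% Tween-20. After 60 minutes at room temperature, ATP was read by Kinase-Glo Plus luminescence end-point.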
Starred values were filed as active, the others as inactive; i = inactive; ? = inconclusive; · = no result given; & = joins results of further samples; [ ] = another dose, or the depositor's remark. Unless noted, calls follow the shape of the dose curve; as a rule, active = well fitted curve in the direction sought with a large enough effect; inconclusive = small, poorly fitted or top-dose-only effect, or another doubt; inactive = no such curve, though single readings can be large; an effect the other way counts as inactive or inconclusive. These rows are one share of the data (hit frequency here may not be typical).

#	canonical_smiles	Pin1 inhibitor	G9a inh	JMJD2A Tudor inh	PI4K2A inh	GLS inhibitor	HP1b chromo inh	BAZ2B inh	POLH inh	PGK inhibitor
1	COc1cccc(C(=O)Nc2cc(NC(=O)c3cccs3)ccc2C)c1OC	2.4%	-2.4%	-24.9%	1.3	0.9%	13.1%	-3.5%	-12.9%	4.3%
2	Oc1ccccc1-c1nc2ccccc2nc1-c1ccccc1	-1.7%	1.0%[12.7 µM]	?	1.6	1.0%	?	?	-11.1%	-4.7%
3	CN(C)CCCN(C(=O)CCc1ccccc1)c1nc2c(F)cccc2s1	3.9%	?	-22.8%	-6.4	-2.6%	22.2%	-27.9%	-16.7%	i
4	COc1cccc(N2CCN(C(=S)Nc3cccc(C)c3)CC2)c1	-16.0%	73.1%[activator][59 µM]	-12.8%	1.8	6.4%	19.9%	5.1%	5.2%	-5.6%
5	COc1ccc(C)cc1NC(=O)CN(Cc1nnc(-c2ccc(Cl)cc2)o1)C1CCCC1	37.4%[activator]	-29.8%[59 µM]	-13.7%	2.8	2.8%	39.9%[activator]	10.9%	-18.3%	-1.4%
6	CN(C)S(=O)(=O)N1CCC(Oc2cccc(C(=O)NC3CCCCC3)c2)CC1	-12.5%	3.1%	?	10.3	?	?	1.3%	-15.6%	i
7	O=c1nc2c(O)cccn2c2c1c(=O)[nH]c1ccccc12	?	44.7µM*	22.4µM*	-3.6	?	-13.2%	?	?	-11.4%
8	Nn1cc(-c2ccccc2)nc1SCC(=O)Nc1ccc(S(N)(=O)=O)cc1	-13.6%	?	-29.7%	-2.4	3.1%	10.1%	-32.5%	-14.2%	-5.5%
9	O=c1nc2ccccc2c(NS(=O)(=O)c2ccc(Cl)cc2)n1-c1ccccc1	-3.7%	4.2%[12.7 µM]	56.2µM*	-4.1	2.1%	-15.5%	-0.6%	10.0%	-2.4%
10	COc1ccccc1NC(=O)c1cc2ccccc2nc1C	-4.6%	9.8%	-5.8%	3.0	7.2%	29.1%	-5.0%	-15.3%	i
11	N#C/C(=C(/O)CN1CCCC1)c1nc(-c2ccccc2)cs1	2.4%	·	-26.8%	0.4	-11.7%	-6.0%	?	-16.1%	i
12	Cc1c(C(=O)N(C)Cc2ccccc2)sc2nc(-c3ccc(F)cc3)cn12	13.5%	-2.5%[59 µM]	-22.4%	-1.3	9.0%	18.0%[57 µM]	-27.2%	-10.4%	-9.1%
13	CC(C)(C)c1ccc(COn2c(=O)c(-c3ccco3)[n+]([O-])c3ccccc32)cc1	3.9%	?	9.5%	3.3	·	27.9%	-9.9%	-16.8%	0.5%
14	CC(=O)N1c2ccc(S(=O)(=O)CCC(=O)O)cc2CC1C (stereo not given)	-7.8%	-0.4%	-5.7%	11.3	11.3%	37.9%	-3.0%	-16.2%	14.5%
15	CCOc1ccccc1N(CC(=O)N/N=C/c1cc(Br)ccc1OC)S(C)(=O)=O	2.3%	-11.6%[59 µM]	-21.5%	1.4	-7.5%	24.2%	-0.2%	-21.3%	1.0%
16	O=c1[nH]c(SCc2ccc(F)cc2)nc2c1CCCC2	-10.6%	?	3.3%	0.3	-1.6%	34.2%	-3.1%	·	·
17	S=c1[nH]nc(-c2ccco2)n1/N=C/c1ccc(Cl)cc1	-17.0%	1.26µM*	39.8µM*	1.2	4.2%	?	?	-17.7%	3.8%
18	CC(C)n1c(SCC(=O)N2CCCCC2)nc2c1c(=O)n(C)c(=O)n2C	-0.1%	0.5%	-1.4%	-2.8	-20.8%	48.7%[activator]	7.2%	-19.4%	-0.6%
19	O=C1CC/C=C\C[C@@H](CC(=O)N(CCO)Cc2ccccc2)C(=O)N2CCC[C@H]2CO1	-1.2%	·	-6.3%	-2.2	-2.9%	31.5%	·	-10.0%	-7.5%
20	CCN/C=C(\C#N)S(=O)(=O)c1ccc(Br)cc1	-0.2%	5.0%	7.9%	-4.7	-11.2%	21.1%	8.2%	-20.3%	-9.3%
21	Cc1ccc(NC(=O)c2c(C)noc2C)cc1	-2.2%	9.2%	2.0%	-4.0	0.2%	27.8%	2.7%	-7.4%	5.9%
22	Cc1ccc2[nH]c(CSc3nnc(NC(=O)COc4ccccc4C)s3)cc(=O)c2c1	18.0%	-10.0%[59 µM]	-2.9%	3.7	7.3%	13.2%[57 µM]	11.7%	-1.0%	3.0%
23	COc1cc(NC(=O)CCN2CCN(c3ccccc3)CC2)cc(OC)c1	-2.1%	1.1%[59 µM]	-29.4%	·	·	10.4%	-18.3%	·	·
24	NC(=O)CC(NC(=O)Cc1ccc(Br)cc1)c1ccc(NCc2ccc(F)cc2)c([N+](=O)[O-])c1 (stereo not given)	?	-17.2%[12.7 µM]	-17.0%	0.4	1.7%	23.6%	-31.6%	-15.5%	8.5%
25	Nc1ccc(S(=O)(=O)Nc2ccc(C(=O)c3ccccc3)cc2)cc1	-0.1%	·	-19.3%	1.7	-0.4%	18.5%	-10.7%	-11.0%	0.9%
26	CCOC(=O)c1ccc(NC(=O)c2cc(S(=O)(=O)N3CCOCC3)cn2C)cc1	-1.3%	·	-2.1%	-0.7	1.5%	50.5%[activator]	9.8%	-12.6%	-10.9%
27	Oc1ccccc1-c1nc(N2CCCC2)c2ccccc2n1	0.4%	1.7%	7.4%	-3.8	3.9%	59.9%[activator]	11.7%	-16.2%	1.2%
28	Cc1cc(NC(=O)c2cc(-c3ccc(O)cc3)on2)no1	8.2%	·	4.6%	-5.3	1.1%	17.8%[57 µM]	-38.7%	-5.9%	7.7%
29	CCc1ccc(OCc2ccc(C(=O)OC)o2)cc1	-1.2%	168.5%[activator]	55.2%[activator]	-3.4	0.5%	67.1%[activator]	97.7%[activator]	-5.4%	-6.4%
30	CCOC(=O)N1CCC(N(CCCOC)C(=O)Nc2ccc(CC)cc2)CC1	0.0%	10.9%[12.7 µM]	-16.3%	-1.5	-2.2%	35.1%	-1.0%	6.9%	i

(listing goes on)
#	canonical_smiles	Pin1 inhibitor	G9a inh	JMJD2A Tudor inh	PI4K2A inh	GLS inhibitor	HP1b chromo inh	BAZ2B inh	POLH inh	PGK inhibitor
31	CCCC(=O)c1ccc(N2CCCCC2)c(F)c1	5.7%	153.9%[activator]	36.8%[activator]	2.2	-1.9%	102.8%[activator]	42.6%[activator]	-10.5%	-0.3%
32	COc1cccc(-n2c(Cc3cc(=O)[nH]c(=O)[nH]3)nnc2SCC(=O)NC2CCCCC2)c1	-21.6%	?	0.0%	-1.8	-2.3%	52.3%[activator]	5.3%	-18.6%	-4.2%
33	O=C(Nc1cc(S(=O)(=O)Nc2ccccc2Cl)ccc1O)c1ccc(F)cc1F	5.5%	·	-4.8%	0.1	5.0%	26.7%[57 µM]	·	-23.5%	i
34	Cn1cc(S(=O)(=O)Oc2ccccc2)c(=O)n(C)c1=O	-2.7%	1.9%	-8.4%	4.9	3.3%	13.2%	-3.7%	1.7%	4.0%
35	Nc1c(C2=NCCO2)nnn1Cc1ccccc1	-1.0%	-31.5%[12.7 µM]	?	1.6	2.9%	4.7%	0.8%	5.7%	-2.2%
36	CCn1cc(CN2CCC(C(=O)Nc3cccc(-c4cccc(OC)c4)c3)CC2)c(C)n1	-9.3%	24.8%	-6.2%	5.3	-9.6%	36.9%	-18.9%	-10.8%	i
37	COc1ccc(N(CC(=O)N2CCN(c3ccccc3F)CC2)S(=O)(=O)c2c(C)n[nH]c2C)cc1	-1.3%&0.7%	-0.6%	-14.5%&-25.7%	7.1&0.4	-1.5%&5.0%	30.1%&16.4%	2.0%	-4.5%&-19.8%	7.3%
38	Cc1ccc(C(=O)N/C(=C\c2cccnc2)C(=O)N2CCCC2)cc1	-11.0%	18.1%	-2.8%	-6.4	5.5%	-18.4%	-0.5%	-10.4%	-7.3%
39	Fc1cccc(CNc2ncnc3cc(Cl)ccc23)c1F	-0.4%	-1.3%	0.7%	5.8	1.1%	31.8%	1.5%	-6.9%	i
40	CCCCCCCCNc1nc(Cl)nc(NCCN2CCOCC2)n1	-3.8%	·	-6.2%	-16.1	5.4%	27.1%	-7.5%	8.7%	-3.0%
41	OCC[C@H]1C[C@@H](O)[C@H](O)[C@@]2(OCc3ccccc32)O1	-1.1%	-9.3%[2.33 µM]	-7.6%	-3.6	1.5%	30.6%	-8.1%	-10.2%	6.6%
42	CC(=O)c1cccc(NC(=S)NNC(=O)c2ccc(C)c([N+](=O)[O-])c2)c1	1.6%	20µM*	?	-1.7	19.2%	-13.8%	-5.6%	11.6%	0.9%
43	CC(O)CNc1nc2ccccc2n1CC(=O)NC12CC3CC(CC(C3)C1)C2 (stereo not given)	-7.2%	-1.8%	-19.7%	1.5	15.1%	14.0%	-0.5%	-14.3%	i
44	O=C(Nc1ccc(Cl)cc1)c1ccc2ncsc2c1	7.7%	44.7µM*	3.3%	-3.2	-5.6%	44.6%[activator]	1.9%	-6.3%	-8.4%
45	CCCNC(=O)c1ccc2c(=O)n(Cc3ccco3)c(=S)[nH]c2c1	9.9%	-33.4%	-14.6%	0.8	5.4%	8.1%	?	-14.8%	1.0%
46	O=C(O)c1cccc(NS(=O)(=O)c2ccc(Cl)c(C(=O)Nc3cccc([N+](=O)[O-])c3)c2)c1	-13.3%	·	-27.4%	-3.3	27.4%	14.7%	·	-18.0%	-0.6%
